# Pf growth 96h: P. falciparum growth inhibition at 96 hour, primary screen for plastid delayed-death inhibitors; P. falciparum luciferase reporter growth, 96 h; Potency, µM (doses to about 28.7 µM), without a hit: top-dose activity change, negative = inhibition, most hits filed as inhibitors; hit rate 6.9% among 320,000; note: potency is the fitted concentration of half-maximal effect; % is set by controls: 0 for no effect and ±100 for the full control effect
#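 Infected RBCs, 2% Hct / 0.05% parasitemia final; luciferase-reporter P. falciparum; cpd 96 h, 37 C, 5% CO2; luciferase detection reagent; luminescence.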
# CHX counter: counter-screen hit for Shiga toxin inhibitors, cycloheximide. cell reporter, cycloheximide protein synthesis inhibition counterscreen. max response, %. hit rate 12% among 300,000; in the data active = max response mostly above about 13%, no sharp cut-off; inactive = mostly below about 14%; note: read at 38.3 µM for the half of the compounds with a filed dose; 0% is about no effect
# AMA1 RON2 block: disrupts binding of P. falciparum AMA1 to RON2; hit rate 0.2% among 360,000; Potency, µM (titrated, usually from 58.2 µM), for inactives: top-dose activity change, negative = inhibition, most hits filed as inhibitors; AlphaScreen AMA1-biotinylated RON2 peptide binding;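 note: potency is the fitted concentration of half-maximal effect; 0% = vehicle wells and -100% = peptide control; nearly all actives have a fitted effect of over 45% in size; some results filed as inactive show a strong effect at the top dose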
#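 AMA1 (3D7) with his tag at 25 nM final met compounds first, then biotinylated RON2 peptide at 25 nM; detection used donor plus acceptor beads, 10 µg/mL apiece, read by AlphaScreen after 30 min at room temperature.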
# LmPK inhibitor: LmPK (Leishmania mexicana) enzyme inhibition; purified LmPK, Kinase-Glo ATP luminescence, 1 h; Potency, µM (doses to about 57.5 µM), for the others: at the highest dose activity change, negative = inhibition, usual class: inhibitors; hit rate 0.37% among 290,000; AID 1721; note: potency is the fitted concentration of half-maximal effect; % is set by controls: 0 for no effect and ±100 for the full control effect
# Target sequence (Q27686 whole entry, looked up): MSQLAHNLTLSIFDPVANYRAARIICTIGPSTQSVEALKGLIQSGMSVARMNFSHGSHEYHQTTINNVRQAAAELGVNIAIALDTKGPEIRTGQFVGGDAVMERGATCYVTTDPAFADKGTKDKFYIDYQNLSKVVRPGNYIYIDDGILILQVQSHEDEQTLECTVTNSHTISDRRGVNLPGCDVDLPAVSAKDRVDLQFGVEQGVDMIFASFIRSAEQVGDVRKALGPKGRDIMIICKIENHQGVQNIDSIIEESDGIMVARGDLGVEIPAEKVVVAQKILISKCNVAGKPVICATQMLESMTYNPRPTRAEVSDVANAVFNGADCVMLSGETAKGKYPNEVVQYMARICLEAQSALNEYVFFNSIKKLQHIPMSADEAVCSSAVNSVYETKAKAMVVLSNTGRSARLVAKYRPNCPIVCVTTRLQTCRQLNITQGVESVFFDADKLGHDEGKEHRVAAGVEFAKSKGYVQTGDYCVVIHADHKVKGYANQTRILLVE
#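 Purified LmPK (0.1 nM) converted ADP (0.1 mM) to ATP with PEP (0.5 mM) in imidazole buffer pH 7.2 with KCl and MgCl2, 1 h at room temperature. ATP was read by Kinase-Glo luminescence; data normalized to uninhibited and no-enzyme controls.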
# Tb PYK inh: blocks Trypanosoma brucei pyruvate kinase; Q57TT1; TbPYK enzyme, Kinase-Glo Plus ATP luminescence, 45 min; Potency, µM (doses to about 76.8 µM), for inactives: top-dose activity, negative = inhibition, usual class: inhibitors; hit rate 0.12% among 410,000; note: potency is the fitted concentration of half-maximal effect; % is set by controls: 0 for no effect and ±100 for the full control effect; nearly all actives have a fitted effect of over 50% in size
#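 TbPYK + substrate in 50 mM TEA pH 7.2, 100 mM KCl, 10 mM MgCl2, 0.05% BSA, 0.01% Tween-20; cpd pinned; ADP 130 uM final; 45 min RT; Kinase-Glo Plus 10 min; luminescence endpoint.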
# Shiga inhibitor: inhibitors of Shiga toxin in Vero cells; Vero cells, Shiga toxin protein synthesis inhibition reporter; hit rate 9.2% among 290,000; inhibition, % at 38.7 µM; AID 2315; in the data active = inhibition mostly above about 28%, no sharp cut-off; inactive = mostly below about 43%; note: 0% is about no effect
# Pf growth 48h: inhibits P. falciparum growth in the first generation, 48 h | P. falciparum luciferase growth in erythrocytes, 48 h | Potency, µM (doses to about 28.7 µM), inactives show top-dose activity change, negative = inhibition, usual class: inhibitors | hit rate 5.9% among 310,000; note: potency is the fitted concentration of half-maximal effect; % is set by controls: 0 for no effect and ±100 for the full control effect
#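 Parasite viability was followed by luminescence of a genomically integrated firefly luciferase. Cultures held 0.1% parasitemia at 2% hematocrit (final), incubated under 5% CO2 at 37 C.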
# Starred values were filed as active, the others as inactive; i = inactive; ? = inconclusive; nt = no result given; [ ] = dose if it differs, or a comment. Unless noted, calls come from the whole dose curve; as a rule, active = well fitted curve in the direction sought with a large enough effect; inconclusive = small, poorly fitted or top-dose-only effect, or another doubt; inactive = no such curve, though single readings can be large; an effect the other way counts as inactive or inconclusive.
SMILES,Pf growth 96h,CHX counter,AMA1 RON2 block,LmPK inhibitor,Tb PYK inh,Shiga inhibitor,Pf growth 48h
Brc1ccccc1C1Nc2cccc3cccc(c23)N1,0%,-2,?,-2%,-6%,-3,13µM*
COc1ccc(N(C)S(=O)(=O)c2cccc(C(=O)NC3CCC(C)CC3)c2)cc1 (centres undefined),?,16*,-20%,1%,1%,52,0%
O=C(Nc1ccc(S(=O)(=O)Nc2cnc3ccccc3n2)cc1)c1cc(F)c(F)cc1Cl,32%[activator],-2,13%,5%,4%,1,3%
COc1ccc(OC)c(NC(=O)CSc2nnc(-c3cnccn3)n2C)c1,?,-1,13%,-1%,-4%,-4,?
O=C(Cn1cc[n+](Cc2ccccc2)c1)c1ccc([N+](=O)[O-])cc1,-10%,13,36%[activator],-5%,0%,-3,?
O=C(/C=C/c1c(F)cccc1Cl)N1CCOCC1,59%[activator],48*,-17%,-14%,4%,51*,86%[activator]
COCCNC(=O)CC(c1ccccc1)c1ccccc1,9.3µM*,-6,3%,-4%,-11%,-19,nt
O=[N+]([O-])c1ccccc1/C=N\N1CCN(Cc2ccccc2Cl)CC1,-26%,16*,20µM*,-5%,-1%,15,3%
Cn1c(C(=O)OC(C(=O)NC2CCCC2)c2cccnc2)cc2sccc21 (centres undefined),nt,-2,1%,1%,4%,-21,-9%
CCN(CC(=O)Nc1ccccc1C(F)(F)F)C(=O)c1cc(S(=O)(=O)N2CCCCCC2)ccc1OC,-10%,nt,19%,nt,-10%,nt,?
COc1ccc(-c2cc(C(=O)NC3CCCCC3)no2)cc1OC,4%,-3,0%,10%,-1%,4,9%
CCN(C(=O)c1cc2cc(OC)ccc2oc1=O)c1ccccc1,-5%,7,-3%,-1%,-7%,22,-13%
CCC(C(=O)Nc1ccc2[nH]ncc2c1)c1ccccc1 (centres undefined),-34%,2,9%,2%,4%,14,?
Cc1ccc(C(=O)N2CCN(c3ccc([N+](=O)[O-])c(NCc4cccnc4)c3)CC2)cc1,3.7µM*,-6,-28%,0%,2%,13,8.3µM*
CCC(C(=O)OCC(=O)N(CC)c1c(N)n(Cc2ccccc2)c(=O)[nH]c1=O)c1ccccc1 (centres undefined),?,nt,21%,nt,-3%,nt,-27%
Brc1ccc(CN2CCNCC2)s1,26%,-2,-4%,-3%,2%,-16,nt
COc1ccc(N(CC(=O)NCc2ccccc2OC)S(=O)(=O)c2c(C)nn(C)c2C)cc1,46%[activator],-1,8%,3%,1%,-6,nt
COc1ccc(C(=O)N2CCN(c3ccc(C(C)=O)cc3F)CC2)cc1S(=O)(=O)NC1CC1,35%[activator],nt,1%[11.6 µM],nt,-1%,nt,18%
O=C(O)CSc1nc2ccccc2o1,-1%,30*,2%,4%,0%,78,33%[activator]
O=C(Cn1nnc(-c2ccccc2Cl)n1)NCc1ccc2c(c1)OCO2,25%,2,28%,4%,-3%,37,7%
Cc1cc(=O)n2nc(N3CCC(C(=O)N4CCN(C)CC4)CC3)sc2n1,?,-4,-5%,4%,5%,-8,-7%
CNC(=O)c1c(NC(NC(=O)c2ccco2)C(=O)c2ccc(Cl)cc2)sc2c1CCCC2 (centres undefined),?,-3,9%,-4%,-18%,-20,?
CC(=O)c1cc(Cl)ccc1OCC(=O)NC1CCCC1,-5%,nt,-2%,nt,-9%,nt,5%
CC12CCC(=O)N1C(C(=O)NCCN1C(=O)S/C(=C\c3ccc(F)cc3)C1=O)CS2 (centres undefined),?,nt,10%,nt,-6%,nt,?
CONC(=O)C1CCN(C(=O)OCc2ccccc2)CC1,25%,11,1%,-2%,-7%,15,8%

# Two entries from above, field by field.
> Cc1cc(=O)n2nc(N3CCC(C(=O)N4CCN(C)CC4)CC3)sc2n1
  Pf growth 96h: ?	CHX counter: -4	AMA1 RON2 block: -5%	LmPK inhibitor: 4%	Tb PYK inh: 5%	Shiga inhibitor: -8	Pf growth 48h: -7%

> CC(=O)c1cc(Cl)ccc1OCC(=O)NC1CCCC1
  Pf growth 96h: -5%	CHX counter: nt	AMA1 RON2 block: -2%	LmPK inhibitor: nt	Tb PYK inh: -9%	Shiga inhibitor: nt	Pf growth 48h: 5%

# Next structures.
SMILES,Pf growth 96h,CHX counter,AMA1 RON2 block,LmPK inhibitor,Tb PYK inh,Shiga inhibitor,Pf growth 48h
CC1Oc2ccccc2N(CC(=O)Nc2ccccc2F)C1=O (centres undefined),?,-3,5%,0%,-1%,-15,3%
CN(C)CC#CCn1c2ccccc2c2ccccc21,14%,-2,-5%,10%,0%,-8,1%
Cc1cc(C)n(-c2nc3nonc3nc2-n2nc(C)cc2C)n1,nt,-3,3%,-8%,3%,-11,3%
CCCN(C(=O)c1ccc([N+](=O)[O-])c(C)c1)c1c(N)n(Cc2ccccc2)c(=O)[nH]c1=O,0%,nt,-8%,nt,1%,nt,17%
CCC(=O)Nc1ccc(-c2csc(C)n2)cc1,36%[activator],23*,15%,-6%,-10%,31,93%[activator]
COc1ccccc1-c1nnc(SCC(=O)Nc2oc(C)c3c(C)n[nH]c(=O)c23)n1C,11%,nt,11%,nt,-22%,nt,5%
Cn1nnnc1SCC(=O)N1CCN(C(=O)c2ccco2)CC1,16%[5.75 µM],6,6%,-4%,3%,-16,-15%
Cc1ccc(-c2nc(CN(C)C(C3CC3)C3CC3)c(C)o2)cc1,-19%,13,0%,6%,-16%,22,-7%
COc1ccc(C2=C(C=Nc3c(C)n(C)n(-c4ccccc4)c3=O)C(c3ccccc3C)c3ccccc3O2)cc1OC (centres undefined),nt,4,-27%,-2%,2%,-4,0.33µM*
Cc1ccc(-n2ncc(C(=O)N3CCN(C(=O)c4ccco4)CC3)c2C2CCN(C(=O)OC(C)(C)C)CC2)cc1C,0%,0,16%,9%,0%,-4,4.7µM*
O=C(CNc1cccc2ccccc12)N/N=C/c1ccc(C(=O)O)cc1,28%,-2,26%,-4%,-14%,-11,7%
COc1ccc(S(=O)(=O)NCCSCc2cccs2)cc1,25%,-4,2%,2%,5%,-6,-3%
CC(C)(O)C#Cc1ccc(C(=O)N2CCN(c3ccc(F)cc3)CC2)cc1,?,10,-18%,4%,5%,20,12%
COC(=O)C1CN(C(=O)COc2ccc(Cl)c(C)c2)c2ccccc2O1 (centres undefined),-1%,-3,2%,7%,3%,21,?
CC(=O)c1ccc(OCC(=O)Nc2ccc(N3CCCCC3)cc2)cc1,?,nt,-23%,nt,-5%,nt,?
C=CCNC(=O)NC(=O)COC(=O)c1ccccc1Sc1ccc(C(F)(F)F)cc1[N+](=O)[O-],23%,-2,4%,-3%,-2%,-5,11%
O=C(c1ccccc1)c1ccc(OCCCN2CCCC2)cc1,0%,28*,-12%,-7%,9%,44*,9%
O=C(NNc1cccc(Cl)n1)c1ccccc1CC[N+](=O)[O-],8%,-3,63%[activator],12%,-28%,-13,-20%
Nc1nc2ccccc2[nH]1,6%,2,2%,3%,-7%,-7,5%
Cc1ccn2c(CN(C)CCn3nc(C)cc3C)c(C(=O)N3CCCCCC3)nc2c1,31%[activator],3,9%,-3%,3%,7,?
O=C(c1cc(-c2cccc(Cl)c2)on1)N1CCOCC1,20%,25*,-10%,-5%,5%,137*,129%[activator]
Cc1cccc(/C(N)=N/OC(=O)COc2ccc(Cl)c(C)c2)c1,80%[activator],0,10%,-3%,-7%,0,0%
OC1CCCN(Cc2ccc3ccc4cccc5ccc2c3c45)C1 (centres undefined),?,17,-12%,3%,-5%,51,?
COc1ccc2nc(Nc3ccccc3OC)sc2c1,i,32*,5%,18µM*,2%,90*,430%[activator]
COc1cc(OC)cc(C(=O)N2CCC(C(=O)N3CCOCC3)CC2)c1,30%,-5,3%,0%,1%,-4,28%

# (more compounds)
SMILES,Pf growth 96h,CHX counter,AMA1 RON2 block,LmPK inhibitor,Tb PYK inh,Shiga inhibitor,Pf growth 48h
C=CCNC(=S)N/N=C(\C)c1ccc(-n2ccnc2)cc1,-6%,7,64%[activator],7%,2%,-11,?
COC(=O)c1sc2ccccc2c1-n1cccc1C(=O)C(=O)Nc1ccc(Cl)cc1,15%,16,-20%,8%,-6%,-9,28%
O=C(N/N=C/c1ccccn1)c1ccc(Cl)c(Cl)c1,?,44*,nt,-4%,nt,69*,15µM*
Cn1cc(CN2CCN(CCO)CC2)c(-c2ccc(Oc3ccccc3)cc2)n1,46%[activator],-3,-2%,-9%,1%,12,0%
COc1ccc(C(=O)NCc2cn3cccc(C)c3n2)cc1OC,-9%,1,14%,-4%,-2%,-11,nt
CC1CC(C)CN(S(=O)(=O)N2CCCC(C(=O)NCCc3ccc(Cl)cc3)C2)C1 (centres undefined),27%,-1,1%,6%,-7%,2,-6%
O=C(NN1C(=O)/C(=C/C=C/c2ccccc2)SC1=S)c1ccncc1,0%,26,3%,13%,-2%,21,23%
CCC(C)NS(=O)(=O)c1ccc(OCC(=O)NCc2ccc3c(c2)OCO3)cc1 (centres undefined),nt,-2,-7%,0%,-1%,-10,?
Cc1cccc(C(C(=O)NC2CCCC2)N(C(=O)c2csnn2)C2CCCC2)c1 (centres undefined),?,5,-9%,0%,-3%,-11,?
Cc1oc(-c2cc(F)ccc2F)nc1CN1CCN(c2cnccn2)CC1,?,-2,-20%,2%,1%,-4,13µM*
O=C(COC(=O)CC1CCCC1)Nc1ccc(Cl)cc1,1%,nt,12%,nt,-6%,nt,19%
CCCC(=O)Nc1c(-c2cccs2)c(=O)c2ccccc2n1CC,39%[activator],1,nt,1%,nt,-5,24%
Cc1ccc(-n2c(SCC(=O)NC3CCCCC3)nc3c(c2=O)SCC3)cc1,11%,-2,-5%,5%,2%,5,9%
COC(=O)c1sc2nc(N3CCCCC3)c3c(c2c1N)CCCC3,?,9,33%[activator],-9%,-5%,8,nt
Cc1cc([N+](=O)[O-])ccc1NC(=O)C[n+]1ccc(N(C)C)cc1,26%,-2,-14%,0%,-2%,-3,-12%
C=CCN(C(=O)Cn1c(C(=O)OC)cc2oc(C)cc21)c1ccccc1,nt,-1,-14%,5%,-7%,-14,?
CCCCn1c(C)cc2c(c1=O)[C@H]1O[C@](CCCCN3C(=O)c4ccccc4C3=O)(Cc3ccccc31)O2,?,-2,nt,-6%[11.5 µM],nt,i,?
O=C(O)CC(Cn1cnnn1)c1ccccc1 (centres undefined),?,-1,7%,2%,-4%,2,nt
O=C(c1ccccc1)c1cc[n+]([O-])cc1,-3%,-2,-5%,2%,-8%,-4,-10%
CCCOc1ccc(NC(=O)CC2C(=O)N(CC)C(=S)N2CCNC(C)=O)cc1 (centres undefined),6%,-4,-19%,1%,-10%,-15,-5%
Cc1ccc(-n2cc(CNC(C)c3cnn(C)c3C)c(-c3ccc(F)cc3)n2)cc1 (centres undefined),?,-1,-4%,4%,1%,12,?
O=C(c1ccccc1)N1CCN(C(=O)c2ccc([N+](=O)[O-])cc2)CC1,5%,-3,-4%,1%,4%,-2,17%
O=C(CSc1ncnc2c1oc1ccccc12)NCc1ccco1,-24%[5.75 µM],30*,-7%,14%,0%,51*,0%
CCOc1ccc(N(C)Cc2cc(=O)oc3ccc(OCC)cc23)cc1,13%,4,25µM*,-1%,1%,-12,-29%

# Source: PubChem BioAssay (National Center for Advancing Translational Sciences (NCATS))
